KB-V1 cytotox – qHTS assay for MDR1-selective chemotherapeutics: Primary screen using the drug-selected MDR subline cells KB-V1; AID 1347076, 2019; Potency, µM (top dose mostly 46.1 µM), without a hit: at the highest dose activity change, negative = cytotoxicity, hits mostly cytotoxic; hit rate 3.4% among 400,000; KB-V1 MDR cells viability, CellTiter-Glo, 72 h; further: potency means the concentration at half of the fitted maximal effect; on the % scale 0 is the no-effect control and ±100 the full control effect; nearly all actives have a fitted effect of over 60% in size
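Cells of the MDR subline KB-V1 are plated, dosed with compound at multiple concentrations, and incubated 72 h at 37 degrees C; CellTiter-Glo is then added and luminescence read after 10 min.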
MCF10A rerep – A quantitative high throughput screen for small molecules that induce DNA re-replication in MCF 10a normal breast cells; Potency, µM (highest dose often 46.1 µM), for inactives: at the top dose activity, positive = re-replication, usual class: activators; MCF 10A DNA re-replication, Hoechst nuclear intensity, 48 h; hit rate 2.9% among 350,000; further: potency means the concentration at half of the fitted maximal effect; % of control where 0% means no effect; nearly all actives have a fitted effect of over 50% in size
ATXN2 expr inh – Primary qHTS for Inhibitors of ATXN expression; hit rate 0.72% among 360,000; Potency, µM (series often up to 57 µM), for inactives: top-dose activity change, negative = inhibition, actives largely listed as inhibitors; HEK-293 ATXN2-luciferase reporter, luminescence, 24 h; further: potency means the concentration at half of the fitted maximal effect; on the % scale 0 is the no-effect control and ±100 the full control effect; nearly all actives have a fitted effect of over 55% in size
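qHTS (up to 57 uM final) was run with 24 h compound exposure of reporter cells at 37 °C. Each well was multiplexed: SteadyGlo luminescence measured ATXN2-luciferase expression after a fluorogenic Gly-Phe-AFC viability readout (25 uM final).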
S2 tox – Viability Counterscreen for Primary qHTS for Inhibitors of ATXN expression. hit rate 0.49% among 400,000. Potency, µM (top dose mostly 56.7 µM), usual class: cytotoxic. S2 cells (HEK-293 line with an ATXN2-luciferase reporter) viability, CellTiter-Fluor protease fluorescence, 24 h; further: potency means the concentration at half of the fitted maximal effect; nearly all actives have a fitted effect of over 40% in size
HT1080-NT tox – qHTS for induction of synthetic lethality in tumor cells producing 2HG: qHTS for the HT-1080-NT fibrosarcoma cell line | AID 686970, 2013 | Potency, µM (titrated, usually from 46.1 µM), for the others: at the top dose activity, negative = less viability, hits mostly cytotoxic | HT-1080-NT fibrosarcoma viability, CellTiter-Glo ATP luminescence, 48 h | hit rate 1.6% among 360,000;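 further: NT is the 2HG producing partner of a matched IDH1 knockdown line; potency means the concentration at half of the fitted maximal effect; 0% = DMSO-treated cells and -100% = media-only wells without cells; nearly all actives have a fitted effect of over 55% in size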
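Luminescent CellTiter-Glo readout after 48 hours of compound exposure at 37 degrees C defined viability of HT-1080-NT cells. Activity was normalized to DMSO wells and cell-free media wells; concentration-response curves were fitted and assigned curve classes.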
HT1080 IDH1KD tx – qHTS for induction of synthetic lethality in tumor cells producing 2HG: qHTS for the HT-1080-IDH1KD cell line; HT-1080 IDH1 knockdown viability, ATP luminescence, 48 h; Potency, µM (highest dose often 46.1 µM), inactives show at the highest dose activity, negative = toxicity, most hits filed as cytotoxic; hit rate 2% among 360,000; AID 686971, 2013;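 further: potency means the concentration at half of the fitted maximal effect; 0% = DMSO wells and -100% = cell-free medium wells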
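Assay cells: HT-1080 with IDH1 knockdown, 750 per well, RPMI/5% FBS. Exposure: 48 h at 37 °C following 2 h pre-incubation. Read: CellTiter-Glo luminescence; fitted concentration-response, curve class assigned.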
SW480 rereplic – A quantitative high throughput screen for small molecules that induce DNA re-replication in SW480 colon adenocarcinoma cells; Potency, µM (titrated, usually from 46.1 µM), without a hit: at the top dose re-replication activation, hits mostly activators; SW480 DNA re-replication, Hoechst DNA content imaging, 48 h; hit rate 1.8% among 340,000; AID 624297, 2012; further: potency means the concentration at half of the fitted maximal effect; % of control where 0% means no effect; nearly all actives have a fitted effect of over 55% in size
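Image-based read-out: total Hoechst fluorescence of nuclei (405 nm excitation, 500-530 nm emission), with hits raising the fraction of high-intensity nuclei. SW480 colon cells incubated 48 hr with compounds at 37 C.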
KB-3-1 cytotox – qHTS assay for MDR1-selective chemotherapeutics: Primary screen using the parental adenocarcinoma cell KB-3-1; KB-3-1 viability, CellTiter-Glo ATP luminescence, 72 h; Potency, µM (doses to about 46.1 µM), without a hit: at the highest dose activity change, negative = cytotoxic, actives largely listed as cytotoxic; hit rate 1.4% among 400,000; further: potency means the concentration at half of the fitted maximal effect; on the % scale 0 is the no-effect control and ±100 the full control effect; nearly all actives have a fitted effect of over 60% in size
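Here the drug-naive KB-3-1 line serves as comparator for MDR sub-line selectivity; cells received compound titrations, 72 h at 37 °C, then CellTiter-Glo readout.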
IL1B secr inh – qHTS for Inhibitors of Inflammasome Signaling: IL-1-beta AlphaLISA Primary Screen | THP-1 LPS/ATP IL-1B secretion, AlphaLISA, 16 h; stronger effect = lower value | activity change, % at 57.5 µM | hit rate 4.7% among 360,000 | AID 743279, 2014; in the data active means activity change below about -50%; inconclusive means mostly about -30% to -49%; further: on the % scale 0 is the no-effect control and ±100 the full control effect
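THP-1 cells pretreated 1 hr with compounds (up to 57.5 uM final), then stimulated with LPS (250 ng/mL final) plus ATP (1.25 mM final); secreted IL-1B measured by AlphaLISA after 16 hr, decreased signal indicating inhibition.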
Starred values were filed as active, the others as inactive; i = inactive; ? = inconclusive; / = not tested or not shown; & = joins results of further samples; [ ] = dose if it differs, or a comment. Unless noted, the call rests on the fitted dose curve; in most records, active means well fitted curve in the direction sought with a large enough effect; inconclusive means small, poorly fitted or top-dose-only effect, or another doubt; inactive means no such curve, though single readings can be large; an effect the other way counts as inactive or inconclusive.

SMILES	KB-V1 cytotox	MCF10A rerep	ATXN2 expr inh	S2 tox	HT1080-NT tox	HT1080 IDH1KD tx	SW480 rereplic	KB-3-1 cytotox	IL1B secr inh
Cc1coc2cc3oc(=O)c(CCC(=O)NCc4ccccn4)c(C)c3cc12	-16.8%	8.3%	1.0%	i	3.1%	1.9%	-79.8%[inhibitor]	0.0%	-8.0
COc1ccc(/C=C/C(=O)NCCc2ccc(S(N)(=O)=O)cc2)cc1	?	0.1%	3.1%	i	10.9%	10.0%	-9.3%	15.2%	10.3
CN(Cc1cccc(F)c1)C(=O)CN1C(=O)NC2(CCc3ccccc32)C1=O (stereo unspecified)	-13.3%	7.9%	/	i	-9.1%	0.7%	-7.8%	-1.1%	-8.4
O=C(COc1ccc(Cl)cc1)Nc1nc(-c2cccs2)cs1	-26.3%	13µM*	22.0%	i	-0.8%	-10.9%	-2.4%	0.8%	3.6
O=C(CNC(=O)c1ccc(Br)cc1)NCC(=O)OCC(=O)c1ccc(F)cc1	16.0%	0.4%	3.8%	i	18.5%	15.2%	-21.8%	9.2%	0.8
CC1CCN(S(=O)(=O)c2ccc3c(c2)N(CC(=O)NCCCOC(C)C)C(=O)CO3)CC1	?	1.1%	2.4%&-1.6%	i	8.6%	8.3%	-2.5%	2.8%&0.6%	-11.8
Nc1nonc1-n1nnc(C(=O)N/N=C/c2ccccc2F)c1CN1CCOCC1	0.0%	?	-4.6%	i	3.0%	3.5%	0.6%	-6.2%	16.3
CC(=O)Nc1ccc(S(=O)(=O)N2CCC(C(=O)NCCC(=O)NCc3ccccc3)CC2)cc1	29.9%	6.7%	13.7%	i	5.0%	10.2%	0.8%	1.6%	4.1
COc1cccc(NC(=S)N(C)C2CCN(C)CC2)c1	13.9%	-1.6%	-1.6%	i	-3.5%	-22.0%	-7.3%	0.8%	1.9
CCOC(=O)C1C(=O)NC(N2CCCCC2)=NC1c1ccccc1 (stereo unspecified)	-7.0%	3.6%	/	/	1.3%	0.8%	-11.6%	1.4%	-17.0
C=CCN(c1ccc(C(=O)N2CCCC2)cc1)S(C)(=O)=O	27.6%	10.0%	-1.1%	i	-1.7%	6.9%	5.4%	1.6%	19.0
CC1(C)Cc2c(cnn2-c2cccc(F)c2)C(NC(=O)CN2CCCC2=O)C1 (stereo unspecified)	-5.9%	-1.2%	18.3%	i	21.3%	-3.6%	1.0%	1.2%	-25.1
O=C1NC(CCc2ccccc2)C(=O)N1CCOc1cccc(Br)c1 (stereo unspecified)	-18.7%	23.4%	/	i	8.1%	-0.5%	-4.9%	6.2%	-8.1
COC(=O)c1nn(C23CC4CC(CC(C4)C2)C3)c2c1C(=O)N(c1ccc(F)cc1)C2=O	?	-0.5%	-5.6%	?	14.4%	12.8%	-4.3%	6.7%	2.1
Cc1cc(C)cc(C(=O)NCC(=O)N2CCN(c3cccc(Cl)c3)CC2)c1	?	-10.6%	?	i	-14.2%	-10.4%	2.7%	?	-69.6*
Cc1oc(CSCCSCc2cc(C(=O)O)c(C)o2)cc1C(=O)O	-7.8%	4.7%	/	i	9.6%	2.9%	-0.5%	1.5%	25.0
COc1ccc2cc(CN(Cc3ccco3)C(=S)NCC3CCCO3)c(=O)[nH]c2c1 (stereo unspecified)	?	?	-17.7%	i	2.2%	9.3%	-36.0%	?	19.3
Oc1ccccc1C=NCC(O)c1ccccc1 (stereo unspecified)	3.4%	12.0%	1.3%	i	16.7%	5.2%	7.5%	-2.2%	3.0
CCC(=O)N1CCN(c2ccccc2NC(=O)COc2ccccc2Cl)CC1	?	10.1%	-2.5%	i	-19.5%	-2.5%	14.8%	0.0%	8.7
CC1CCN(C(=O)CSc2nnc3ccc(-c4cccnc4)nn23)CC1	?	-0.4%	-4.8%	i	-0.1%	-9.0%	-5.7%	9.1%	-57.1*
COc1cccc(-c2nc(CS(=O)(=O)CC(=O)NC3CCCc4ccccc43)c(C)o2)c1 (stereo unspecified)	?	-6.3%	-22.8%	i	-0.8%	-6.9%	20.9%	?	-10.3
COc1ccc(CC(=O)Nc2ccccc2C(=O)N2CCOCC2)cc1	16.0%	-8.1%	-23.5%	?	17.4%	10.9%	-3.6%	1.9%	9.2
Cn1ccnc1/C(=N\NC(=O)c1ccccc1)c1cccc([N+](=O)[O-])c1	?	-0.8%	-24.9%	i	-14.6%	-1.6%	4.9%	18.5%	-51.4*
Oc1ccc(N2CCN(C(=S)NCc3ccccc3)CC2)cc1	-16.2%	?	?	i	9.2µM*	16.4µM*	?	-32.5%	20.4
COc1cc2c(=O)n(-c3ccc(C)cc3)c(=O)n(CC(=O)c3ccc4c(c3)OCO4)c2cc1OC	?	3.9%	8.7%	i	?	21.4%	1.8%	11.4%	1.0
Fc1cccc(F)c1CN1CCN(c2ncccn2)CC1	2.3%	-19.8%	-1.8%	i	1.8%	-6.2%	-2.2%	-8.9%	-4.2
Cc1ccc(Nc2nc(C(=O)NCc3ccco3)cs2)cc1	?	22.1%	11.8%	i	-1.2%	-0.5%	-0.6%	0.3%	?
COc1ccc(NC(=O)[C@H](Cc2ccccc2)N2Cc3ccccc3C2=O)cc1OC	-12.0%	/	3.4%	i	/	/	/	1.4%	/
Cc1ccc2oc(-c3ccc(NC(=O)c4ccncc4)cc3O)nc2c1	2.6%	4.0%	30.5%[activator]	i	19.2%	-0.5%	1.9%	3.3%	-6.8
Cc1cc(NC(c2cccnc2)c2ccc3cccnc3c2O)no1 (stereo unspecified)	?	10.3µM*	3.98µM*	i	?	?	1.46µM*	?	143.4

Three entries from above, as a markdown table:
| SMILES | KB-V1 cytotox | MCF10A rerep | ATXN2 expr inh | S2 tox | HT1080-NT tox | HT1080 IDH1KD tx | SW480 rereplic | KB-3-1 cytotox | IL1B secr inh |
| --- | --- | --- | --- | --- | --- | --- | --- | --- | --- |
| Fc1cccc(F)c1CN1CCN(c2ncccn2)CC1 | 2.3% | -19.8% | -1.8% | i | 1.8% | -6.2% | -2.2% | -8.9% | -4.2 |
| Cc1ccc2oc(-c3ccc(NC(=O)c4ccncc4)cc3O)nc2c1 | 2.6% | 4.0% | 30.5%[activator] | i | 19.2% | -0.5% | 1.9% | 3.3% | -6.8 |
| COc1cccc(-c2nc(CS(=O)(=O)CC(=O)NC3CCCc4ccccc43)c(C)o2)c1 (stereo unspecified) | ? | -6.3% | -22.8% | i | -0.8% | -6.9% | 20.9% | ? | -10.3 |

Next structures follow.
SMILES	KB-V1 cytotox	MCF10A rerep	ATXN2 expr inh	S2 tox	HT1080-NT tox	HT1080 IDH1KD tx	SW480 rereplic	KB-3-1 cytotox	IL1B secr inh
Cc1cc(S(=O)(=O)N2CCCOC2CNC(=O)C(=O)NCCCN2CCOCC2)ccc1F (stereo unspecified)	1.3%	0.9%	1.8%	i	6.0%	5.4%	1.1%	-6.0%	9.2
CN1Cc2ccccc2CC1CNCc1c(C(=O)N2CCCC2)nc2ccccn12 (stereo unspecified)	4.9%	-2.1%	11.5%	i	6.8%	18.4%	-5.4%	0.0%	17.3
C=C1C(=O)C2=CC1CCC(=O)C1(C)CCC(OC(C)=O)C(C)(C)C1CC2O (stereo unspecified)	6.51µM*	9.2µM*	?	/	-24.0%	5.8µM*	2.06µM*	8.2µM*	-107.0*
CCOC1=C2[C@H](c3ccccc3)N(S(=O)(=O)c3ccc(C)cc3)C(C(C)(C)C)[C@H]2n2c(=O)n(-c3ccccc3)c(=O)n2C1 (stereo partly specified)	14.2%	/	-2.3%	i	8.1%	15.1%	/	0.0%	-12.1
O=C(CN1C(=O)/C(=C\c2cccc(Br)c2)Oc2ccccc21)NCCCN1CCOCC1	?	2.91µM*	?	/	7.7%	-24.4%	14.6µM*	-29.8%	-51.8*
O=C(Nc1ccc2c(c1)oc1ccccc12)c1ccc2c(c1)OCO2	?	6.8%	6.4%	i	?	?	18.6%	-17.0%	-5.1
CCOC(=O)C1CCCN(S(=O)(=O)NC[C@H]2O[C@@H](n3cnc4c(N)ncnc43)[C@H](O)[C@@H]2O)C1 (stereo partly specified)	7.6%	0.2%	1.7%	i	-0.2%	10.8%	1.8%[9.22 µM]	?	1.5
CCCOc1ccc(C2/C(=C(/O)c3ccccc3)C(=O)C(=O)N2CCCN(C)C)cc1OC (stereo unspecified)	13.3%	-5.8%	1.6%	i	0.9%	0.1%	-6.6%	14.5%	5.5
O=C(c1cnn2c(C(F)(F)F)cc(-c3ccccc3)nc12)N1CCCCC1c1cccnc1 (stereo unspecified)	-12.9%	0.0%	-32.7%	i	1.3%	-5.0%	-1.5%	6.1%	-29.0
Cc1ccc(CN2CCN(Cc3ccon3)CC2CCO)cc1 (stereo unspecified)	-3.1%	1.1%	2.5%	i	2.5%	4.5%	-82.0%[inhibitor]	13.8%	-3.8
NS(=O)(=O)c1ccc2nc(NC(=O)c3ccc4ncsc4c3)sc2c1	6.8%	1.7%	8.0%	i	-20.3%	-15.7%	-0.3%	8.5%	11.1
COc1ccc(C(=O)Nc2ccc(-c3cc4ccccc4oc3=O)c(C)c2)cc1OC	-19.8%	/	-17.3%	i	/	/	/	?	/
CCc1ccc2oc(C(=O)N(Cc3cccc(Cl)c3)Cc3ccco3)c(C)c2c1	-13.3%	/	7.3%	i	/	/	/	-4.8%	/
CCOC(=O)N1CCC(NC(=O)c2ccc3c(c2)N(Cc2ccc(F)cc2)CCS3)CC1	?	0.2%	?	?	-24.9%	-14.8%	7.3%	?	-8.3
C/C(=N\NC(=O)CSc1nc(C)cc(C)n1)c1ccc2c(c1)OCCO2	-4.9%	5.5%	8.0%	i	-1.7%	6.2%	-4.5%	-7.1%	33.4

Source: PubChem (National Center for Advancing Translational Sciences (NCATS))
